# Bioassay records deposited in PubChem BioAssay by several laboratories.
# PP1 counter: counter-screen for PP5 inhibitors: inhibitors of human PP1-alpha; AID 2235; P62136; purified PP1alpha, OMFP fluorescence; 0.9% of 320,000 active; inhibition, % at 6.7 µM;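 active = inhibition above the mean inhibition of all tested compounds plus 3 SD, computed separately for each screening campaign, cut at about 15% in these data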
# CTSL1 counter: cathepsin L1 inhibition, PFM18AAP counter-screen. recombinant F. hepatica cathepsin L1, Z-Leu-Arg-MCA fluorescence. inhibition, % at 5.96 µM. 0.49% of 300,000 active. AID 1906;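 active = inhibition above the mean of all tested compounds plus 3 SD, set per screening campaign, cut at about 17% in these data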;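 note: 0% = plate median of test compound wells and 100% = 1 µM Z-Phe-Ala-diazomethylketone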
# proCasp3 act: activators of human procaspase-3. 0.11% of 330,000 active. recombinant procaspase-3 D3A, Ac-DEVD-pNA absorbance 405 nm. P42574. activation, % at 8.5 µM;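 active = activation above the mean of all tested compounds plus 3 SD, cut at about 21% in these data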;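 note: 0% = DMSO alone and 100% = DMSO wells spiked with extra 5 µM PC-3 D3A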
# Target sequence (P42574 whole entry D9A/D28A/D175A): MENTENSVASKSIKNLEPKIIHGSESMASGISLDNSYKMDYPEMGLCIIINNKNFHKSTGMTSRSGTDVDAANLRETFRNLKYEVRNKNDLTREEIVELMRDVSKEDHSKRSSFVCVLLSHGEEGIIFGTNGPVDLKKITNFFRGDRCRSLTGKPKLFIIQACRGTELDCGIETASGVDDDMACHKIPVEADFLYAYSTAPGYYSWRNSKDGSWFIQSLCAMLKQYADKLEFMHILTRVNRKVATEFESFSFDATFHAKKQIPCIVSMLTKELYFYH
#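 Assay system: Procaspase-3 D3A mutant, all three cleavage aspartates alanine. Buffer or medium: Zinc-free HEPES saline buffer with Triton X-100. Times: 1 h compound preincubation, 2 h substrate hydrolysis at 25 °C. Measured by: 405 nm absorbance of p-nitroaniline, reads at 0 and 120 min. Read-out basis: percent activation relative to control range. Replicates: singlicate.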
# VLA-4 inh: inhibition in a human VLA-4 binding assay. VLA-4 expressing cells, ligand binding flow cytometry. inhibition, % (about 7 µM as worked out from the volumes in the protocol). 0.2% of 330,000 active; in the data active = inhibition above about 50%
# GRK2 inh: human GRK2 inhibition via aptamer displacement; bead flow cytometry, FAM-aptamer displacement from GRK2; inhibition of aptamer binding, % at 10 µM; P25098; 0.59% of 330,000 active; AID 488847;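 active = inhibition of aptamer binding above 40%, roughly 3 SD of noise, on plates passing a quality check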;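 note: median bead fluorescence of bound FAM aptamer so fluorescent compounds give negative values; no value below 0 was filed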
# proCasp7 act: activates human procaspase-7, counter-screen for procaspase-3 activators. recombinant procaspase-7, Ac-DEVD-pNA absorbance 405 nm; D23A/D198A/D206A triple mutant, cannot self-cleave; scale: DMSO 0, 5 µM enzyme 100. P55210. 0.093% of 330,000 active. activation, % at 8.5 µM;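 active = percent activation above the screen-wide mean plus 3 SD, cut at about 25% in these data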
# Target sequence (P55210 whole entry D23A/D198A/D206A): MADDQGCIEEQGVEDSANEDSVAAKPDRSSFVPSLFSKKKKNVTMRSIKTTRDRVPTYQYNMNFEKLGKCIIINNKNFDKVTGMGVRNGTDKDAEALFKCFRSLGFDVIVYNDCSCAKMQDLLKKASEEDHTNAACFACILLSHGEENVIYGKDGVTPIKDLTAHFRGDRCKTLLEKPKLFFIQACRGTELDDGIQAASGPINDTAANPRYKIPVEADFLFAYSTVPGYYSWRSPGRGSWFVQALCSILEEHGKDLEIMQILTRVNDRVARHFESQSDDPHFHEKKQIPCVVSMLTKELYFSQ
#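 Assay system: Uncleavable procaspase-7 mutant enzyme; Input: 2 µM procaspase-7 mutant as dispensed; Also added: DEVD-pNA substrate; Medium: Zinc-free HEPES pH 7.4 with 300 mM NaCl, 0.01% Triton X-100; Timing: 1 h compound preincubation, 2 h substrate cleavage, 25 °C; Measured by: Epi-absorbance of released pNA at 405 nm, two timepoints.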
# HCV core dimer: blocks dimerization of HCV core protein; TR-FRET GST/Flag-core106 dimerization, 1536-well; inhibition, % at 5 µM; 0.33% of 300,000 active; AID 1899;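 active = inhibition above the mean of all tested compounds plus 3 SD, set per screening campaign, cut at about 45% in these data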
#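 test system = GST/Flag-tagged HCV core106 proteins | probe or stimulus = Eu donor and XL665 acceptor anti-tag antibodies | times = compound-protein-antibody incubation 4 h at 22.5 °C | signal = TR-FRET, excitation 340 nm, emission 617 and 671 nm | measure = percent inhibition of core106 dimerization signal | controls = wells lacking GST-core106 and wells with excess unlabelled core106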
# PP5 inh: PP5 (human) phosphatase inhibition; purified PP5c, OMFP substrate fluorescence; 0.18% of 320,000 active; AID 1987; P53041; inhibition, % at 6.7 µM;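 active = inhibition above the campaign's mean inhibition across all tested compounds plus 3 SD, cut at about 9.5% in these data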;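 note: 0% = DMSO only and 100% = 100 µM cantharidin control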
# Target sequence (P53041 whole entry, looked up): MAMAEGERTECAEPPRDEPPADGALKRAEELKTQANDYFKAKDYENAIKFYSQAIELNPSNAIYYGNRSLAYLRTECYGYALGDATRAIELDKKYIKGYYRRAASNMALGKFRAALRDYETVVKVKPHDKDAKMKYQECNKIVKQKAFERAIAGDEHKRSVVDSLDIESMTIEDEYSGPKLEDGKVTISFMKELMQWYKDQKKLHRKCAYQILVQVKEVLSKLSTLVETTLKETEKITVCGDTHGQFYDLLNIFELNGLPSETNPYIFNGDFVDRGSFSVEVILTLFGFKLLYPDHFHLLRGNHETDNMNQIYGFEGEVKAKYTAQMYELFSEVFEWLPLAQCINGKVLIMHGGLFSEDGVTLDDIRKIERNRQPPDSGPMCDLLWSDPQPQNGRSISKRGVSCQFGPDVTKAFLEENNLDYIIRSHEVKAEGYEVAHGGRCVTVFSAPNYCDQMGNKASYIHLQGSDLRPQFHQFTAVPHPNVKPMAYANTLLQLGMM
# JMJD2C inh: blocks human GASC-1 demethylase activity; inhibition, % at 2.35 µM; GST-JMJD2C(1-420) H3K9me3 demethylation, DELFIA europium; Q9H3R0; 0.069% of 330,000 active;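 active = more than half of a compound's replicate wells show inhibition beyond 50%, single wells judged on their own value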;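 note: signal counts dimethyl H3K9 product captured on neutravidin plate; 0% = median of DMSO wells and 100% = 0.3 times that DMSO median; strong numbers were not always called active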
# * hit, by the source's call; i = inactive; / = not tested or not shown.
# Order of results: PP1 counter	CTSL1 counter	proCasp3 act	VLA-4 inh	GRK2 inh	proCasp7 act	HCV core dimer	PP5 inh	JMJD2C inh
> COc1nccnc1NS(=O)(=O)c1ccc(NC(=S)NC(=O)c2cccnc2)cc1
    -3	4	2	-1	3	0	-2	-1.0	0
> O=C(Nc1ccccc1N1CCN(C(=O)c2ccccc2)CC1)c1cc(Br)ccc1Cl
    4	0	-7	0	7	5	18	3.5	1
> COc1cccc(N/C(SCc2cccc([N+](=O)[O-])c2)=C(/C#N)C(N)=O)c1
    4	-6	5	10	0	9	0	-0.6	-2
> CCCOc1ccc(/C=N/NC(=O)CN2CCCCC2)cc1OCC
    -2	0	8	7	0	11	-4	-0.6	5
> CSc1cccc(Nc2ccc(S(=O)(=O)N3CCOCC3)cc2[N+](=O)[O-])c1
    2	/	7	14	0	2	/	1.6	-3
> O=C(NCc1cccnc1)c1ccc(COc2ccccc2Br)cc1
    2	4	8	-2	0	-14	-6	5.0	-2
> CC(=O)c1cccc(NC(=O)N2CCCCCC2)c1
    4	1	4	-1	20	3	-6	0.1	-24
> Cc1ccc(NC(=O)Nc2ccc3c(c2)CCC3)cc1
    -4	2	0	4	6	1	-5	0.3	0
> CCc1ccc(C(=O)Cc2cc3cccc(OC)c3oc2=O)cc1
    2	0	2	-12	0	3	19	0.8	-13
> O=C(CCCn1c(SCC(=O)c2ccccc2)nc2ccccc2c1=O)NCC1CCCO1 (centres undefined)
    -6	-3	-8	4	0	5	5	1.4	22
> CCOC(=O)c1ccccc1NC(=O)COc1coc(CN2CCc3ccccc32)cc1=O
    -3	0	14	6	2	-1	11	-2.5	-2
> Cc1ccc(C2=NN(CC(=O)NCc3cccs3)C(=O)CC2)cc1
    -1	-3	9	26	1	-4	3	-1.4	-2
> Cn1c2c(c(=O)n(C)c1=O)C(NC(=O)c1cccs1)(C(F)(F)F)C(=O)N2 (centres undefined)
    1	3	2	-4	1	9	-1	0.1	-3
> Cc1nc(-c2coc3cc(O)c(C)cc3c2=O)cs1
    -1	1	3	-4	1	-1	3	0.5	0
> Cc1nn(Cc2ccccc2)c(Cl)c1C(=O)NCc1ccco1
    -4	-4	-4	-2	2	-6	2	1.7	4
> O=C1C2C3C=CC(C3)C2C(=O)N1/N=C/c1cn(Cc2ccccc2)c2ccccc12 (centres undefined)
    -1	1	3	-4	2	-5	-6	2.2	0
> CCNC(=O)CSc1nc2cc([N+](=O)[O-])ccc2n1-c1cccc(C(F)(F)F)c1
    0	0	-6	1	0	-3	8	-0.4	87
> CCS(=O)(=O)c1nc(S(=O)(=O)c2ccc(C)cc2)c(N2CCOCC2)s1
    4	-1	0	0	4	6	0	1.1	-10
> N#Cc1c(NC(=O)c2ccc(N3CCOCC3)c([N+](=O)[O-])c2)sc2c1CCCC2
    -2	6	-1	5	2	-1	-8	0.3	5
> O=C(Cc1noc2ccccc12)Nc1ccc2ccccc2c1
    0	3	-7	3	0	5	0	2.4	21

# New compounds follow.
# Order of results: PP1 counter	CTSL1 counter	proCasp3 act	VLA-4 inh	GRK2 inh	proCasp7 act	HCV core dimer	PP5 inh	JMJD2C inh
> Cc1cc(C)c2c(NC(=S)NC(=O)c3ccccc3)n[nH]c2n1
    -1	2	6	5	0	3	-2	1.9	1
> CC(C)n1nc(CC(=O)O)c2ccccc2c1=O
    0	-3	-3	15	0	2	-1	0.4	0
> Cc1cc(=O)oc2cc(NC(=O)C3COc4ccccc4O3)ccc12 (centres undefined)
    -1	1	19	-5	1	1	9	3.7	5
> Cc1ccccc1CC1(CO)CCCN(Cc2cn[nH]c2-c2ccccc2)C1 (centres undefined)
    4	2	1	6	0	3	2	3.4	-3
> O=C1C=C(c2cccc(CO)c2)C[C@@H](c2ccc(Cl)cc2)C1
    -1	/	-4	-55	1	8	/	1.8	-4
> O=C(c1cccc(Cl)c1)N1CCC(N2CCC(C(=O)N3CCCC3)CC2)CC1
    -3	-2	4	26	0	-7	4	-1.1	-8
> CCCN(CCC)S(=O)(=O)c1ccc(NC(=O)COc2ccccc2)cc1
    3	-5	-6	9	0	2	2	3.5	1
> Cc1nnc(N/N=C/c2cc([N+](=O)[O-])c(N3CCC(C)CC3)cc2N2CCC(C)CC2)n1N
    10	2	-13	5	0	-7	-2	8.3	1
> C/C(=N\NC(=O)c1ccc2c(c1)OCO2)c1ccco1
    -1	3	-3	-2	0	1	-3	0.0	-8
> COc1ccccc1CCN1CCCC(CN(C)C(=O)c2ccoc2)C1 (centres undefined)
    0	0	-2	12	0	-11	-2	-1.0	-22
> COc1cccc(CNc2ccccn2)c1O
    -3	1	-5	-4	0	-4	4	-2.0	-9
> Cc1ccc(C)c(NC(=S)N(C)CCc2ccccn2)c1
    0	1	18	10	17	3	0	0.1	1
> CCN=C1SC(CC(=O)NC2CCCCC2)C(=O)N1CC (centres undefined)
    7	3	-16	14	0	-14	4	-1.2	8
> O=C1CSC(c2ccncc2)N1Cc1ccc(F)cc1 (centres undefined)
    1	0	-6	-2	3	10	1	0.0	1
> COc1ccc(-c2cc(OC)c3c(C)oc(C)c3c(=O)c2)cc1OC
    1	-2	2	-439	0	-6	-5	2.7	6
> Cc1ccc2nc(SCC(=O)Nc3cc([N+](=O)[O-])ccc3F)[nH]c2c1
    2	-6	10	-2	0	12	-9	1.9	-4
> Cc1ccc(NC(=O)c2cc(C)n(-c3ccccc3)c2C)cc1
    2	-2	-6	24	0	2	8	4.0	8
> O=C(COC(=O)c1ccc2[nH]c3c(c2c1)CCCC3)Nc1ccccc1Cl
    1	-2	1	3	0	-6	0	0.8	13
> C/C(CC(O)c1ccc2ccccc2n1)=N/O (centres undefined)
    -2	-3	-5	-5	1	1	1	0.7	-2
> CN(C)CCN(Cc1ccc(Cl)cc1)c1ccccn1
    -1	7	13	8	0	11	-7	-0.6	-15

# (cont.)
# Order of results: PP1 counter	CTSL1 counter	proCasp3 act	VLA-4 inh	GRK2 inh	proCasp7 act	HCV core dimer	PP5 inh	JMJD2C inh
> Cc1ccc(S(=O)(=O)C2(C(=O)Nc3ccc(Br)cc3)CC2)cc1
    3	8	-1	0	2	-7	-5	0.6	-13
> CCOC(=O)CSCc1nc(-c2ccc(Cl)cc2)oc1C
    4	-3	6	22	0	1	4	2.5	9
> CCOC(=O)N1CCN(C(=O)c2cc(COc3ccc4ncccc4c3)on2)CC1
    -6	-1	1	15	1	13	1	0.0	6
> CC(C)(C)[C@@H]1COC(=O)[C@H](Cc2ccc(F)cc2)CC/C=C\C[C@H](CC(=O)N(CCO)Cc2ccccc2)C(=O)N1
    /	/	0	-15	2	0	/	/	1
> COc1ccc(N2C(=O)CS/C2=C\[N+](=O)[O-])cc1
    1	4	-7	-4	0	7	-1	0.8	-11
> CC(C)N(Cc1nc(-c2ccc(Cl)cc2)no1)C(=O)/C=C/c1ccccc1
    2	-4	11	0	0	8	7	2.6	7
> COc1ccc(NC(=O)C/C(C)=N/NC(=O)c2cnccn2)cc1Cl
    2	-1	6	4	0	6	-3	2.3	7
> CC(C)N(C(=S)Nc1cccc(S(=O)(=O)N(C)C)c1)c1ccccc1
    1	0	4	20	0	0	-2	-0.7	4
> Cn1nnnc1SCC(=O)NCCc1ccc(Cl)cc1
    -2	-2	-1	7	2	4	0	2.4	0
> O=C(OCC(=O)N1CCc2ccccc21)c1ccc(Cl)nc1
    -3	1	-1	3	0	4	3	-0.6	-12
> CC1(C)C2([N+](=O)[O-])CN3CC1([N+](=O)[O-])CN(C2)C31CCCC1
    -3	-1	-5	24	5	-11	-5	5.7	7
> Cc1cccc(C)c1NC(=S)N=Nc1c(O)n(C)c2ccc(S(=O)(=O)N3CCOCC3)cc12
    -2	-3	-5	-14	4	-11	-15	2.0	-6
> CCc1ccc(NC(=O)CCC(=O)c2ccc(C)cc2)cc1
    3	0	0	5	1	-1	-1	2.6	-12
> Cc1cc(C2C(C#N)=C(N)Oc3n[nH]c(C)c32)c(C)s1 (centres undefined)
    3	-1	-3	13	0	10	0	1.6	-5
> O=C(COC(=O)c1ccccc1NS(=O)(=O)c1cccs1)NCC12CC3CC(CC(C3)C1)C2
    8	0	3	-2	0	6	17	5.0	-9
> Cc1cccc(-n2nc(C)cc2N)c1
    2	2	-4	-7	5	-3	1	1.5	3
> O=C(Nc1ccc(F)cc1F)c1ccc(S(=O)(=O)NCc2ccco2)cc1
    /	/	11	-11	2	-1	/	/	9
> CN(c1ccccc1)S(=O)(=O)c1cc(C(=O)OCC(N)=O)ccc1Cl
    1	0	12	5	0	1	-3	-1.0	15
> CCc1ccccc1Nc1nc2ccccc2n1C
    -2	-1	-7	3	0	14	-1	0.4	-2
> CCn1c(SCC(=O)Nc2cc(Cl)ccc2OC)nnc1C1CC1
    2	-1	5	-6	2	13	8	1.2	4

# The results go on:
# Order of results: PP1 counter	CTSL1 counter	proCasp3 act	VLA-4 inh	GRK2 inh	proCasp7 act	HCV core dimer	PP5 inh	JMJD2C inh
> O=C(Cc1ccc(Cl)c(Cl)c1)N1CCOCC1
    -1	0	5	8	0	-7	4	2.8	-16
> Cc1nnc(SCC(=O)N2CCCC2)n1-c1ccc(F)cc1
    -4	-4	-2	9	0	5	-3	1.9	4
> CCOc1ccc(C(=O)NC2CC(=O)N(c3ccc4c(c3)OCCO4)C2)cc1 (centres undefined)
    -4	0	7	3	0	-2	3	-1.6	-1
> CS(=O)(=O)N(CC(=O)N1CCN(Cc2ccc3c(c2)OCO3)CC1)c1ccc2c(c1)OCO2
    -5	0	-3	0	3	1	-2	1.4	4
> COc1cccc(-n2c(SCC(N)=O)nc3c([nH]c4ccccc43)c2=O)c1
    0	2	6	4	3	-5	-5	-0.1	i
> CCC1CCCCN1S(=O)(=O)c1ccc(NC(=O)c2ccncc2)cc1 (centres undefined)
    0	-4	-2	-7	5	3	-10	3.2	5
> COc1ccc(CNC(=O)Cn2cnc3c(SC)nc(N)nc32)cc1
    /	/	-2	-14	12	15	/	/	27
> O=C(OCC(=O)N(c1ccccc1)C1CCCCC1)c1ccc(CO)cc1
    -2	/	6	7	2	-6	/	4.5	-93
> COc1cccc(NC(=O)CSc2nncn2-c2ccccn2)c1
    -2	-1	4	-2	0	7	1	2.5	4
> CCCCN(C(=O)C1CCC1)c1c(N)n(CC(C)C)c(=O)[nH]c1=O
    1	5	-6	0	0	-5	3	-1.5	-19
> Nc1nc(Cl)cc(NCCc2ccccc2)n1
    -2	-2	-2	1	0	1	1	2.4	-1
> COc1cc(/C=C/C(=O)O)cc(S(=O)(=O)NCCCC(=O)O)c1OC
    -3	4	-1	-21	4	-6	1	-1.6	-4

# Given field by field: part of the list above
COc1ccc(CNC(=O)Cn2cnc3c(SC)nc(N)nc32)cc1
  PP1 counter: /
  CTSL1 counter: /
  proCasp3 act: -2
  VLA-4 inh: -14
  GRK2 inh: 12
  proCasp7 act: 15
  HCV core dimer: /
  PP5 inh: /
  JMJD2C inh: 27

O=C(OCC(=O)N(c1ccccc1)C1CCCCC1)c1ccc(CO)cc1
  PP1 counter: -2
  CTSL1 counter: /
  proCasp3 act: 6
  VLA-4 inh: 7
  GRK2 inh: 2
  proCasp7 act: -6
  HCV core dimer: /
  PP5 inh: 4.5
  JMJD2C inh: -93
